Source: PubChem
iPSC survival up – hiPSC single-cell survival enhancement | ATPlite luminescence; 100% = ROCK inhibitor wells, 0% = DMSO | survival enhancement, % at 20 µM | hit rate 0.044% among 360,000 | AID 602274; in the data active means survival enhancement above about 18%;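 further: cells exposed to compounds for 16 hours before the ATP read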
TWEAK-Fn14 inh – TWEAK-Fn14 signaling inhibition | inhibition, % at 10 µM | hit rate 2% among 360,000 | TWEAK-stimulated Fn14 reporter cells, luciferase luminescence, 8 h | AID 1159606; in the data active means inhibition above about 50%
CF NFkB block – inhibitors of cystic fibrosis induced NF-kB | inhibition, % at 5 µM | hit rate 0.86% among 360,000 | KKLEB NF-kB-GFP reporter, PAF-induced, GFP fluorescence overnight;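 active means at least 50% inhibition at 5 µM, scaled per plate between neutral and stimulator controls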;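 further: PAF is a Pseudomonas aeruginosa culture filtrate used as stimulus; plate controls were PAF-stimulated DMSO wells for no effect and unstimulated DMSO wells for full effect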
NR2E3 ag-1 – NR2E3 (human) agonism | Q9Y5X4 | GST-NR2E3/biotin-RetCOR TR-FRET, 1536-well | inhibition of corepressor binding, % at 4.78 µM | hit rate 0.12% among 320,000 | AID 2300;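 active means percent inhibition above the cutoff of mean plus 3 SD of all tested compounds, set per screening campaign, cut at about 20% in these data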;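 further: 0% = DMSO wells and 100% = biotin wells as full block of FRET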
Target sequence (Q9Y5X4 whole entry, looked up): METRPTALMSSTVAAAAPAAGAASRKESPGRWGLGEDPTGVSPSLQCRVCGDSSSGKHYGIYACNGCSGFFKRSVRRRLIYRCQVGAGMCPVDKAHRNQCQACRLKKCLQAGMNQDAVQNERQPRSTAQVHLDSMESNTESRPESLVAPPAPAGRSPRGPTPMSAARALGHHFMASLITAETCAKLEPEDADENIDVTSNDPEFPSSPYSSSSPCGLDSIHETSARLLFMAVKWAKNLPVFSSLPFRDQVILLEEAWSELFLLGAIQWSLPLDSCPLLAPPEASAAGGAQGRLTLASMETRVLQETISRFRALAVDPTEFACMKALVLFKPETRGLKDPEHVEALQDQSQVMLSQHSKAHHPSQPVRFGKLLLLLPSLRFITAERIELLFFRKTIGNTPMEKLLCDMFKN
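Material: NR2E3–RetCOR corepressor complex | Quantity: 1.35 nM GST-tagged NR2E3 final | Schedule: 5 h at 4 °C | Replication: Singlicate compound wells | Reagent: RetCOR corepressor, biotinylated, 7 nM | Controls: Biotin wells as high control, 0.6% DMSO wells as low control | Signal: TR-FRET, Eu(K)-anti-GST donor, streptavidin-D2 acceptor, ex 340, em 617/671 nm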
aDG glyco act – alpha-DG glycosylation activation; Pro5-aDG cells, alpha-DG glycosylation AlphaScreen (IIH6); 0% Pro5, 100% B10-LARGE cell signal; activation, % at 10 µM; hit rate 0.22% among 360,000; AID 624168;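 active means activation of at least 8% versus controls, or a plate z-score of at least 8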;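 further: Pro5 are CHO cells carrying HIG-tagged alpha-DG that lacks glycosylation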
TRPM1 prom inh – inhibitors of MITF-driven TRPM1 promoter in melanoma cells. hit rate 0.83% among 330,000. SK-MEL-5 TRPM1 promoter luciferase, 24 h. inhibition, % at 12.5 µM;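 active means mean inhibition across replicates of 60% or more, whatever share of single replicates reaches that level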; further: values of inactives mirror those of a sister screen read the other way
NR2E3 ag-2 – agonists of human NR2E3 nuclear receptor; CHO-S Gal4-NCOR/VP16-NR2E3 two-hybrid, luciferase; AID 602229; Q9Y5X4; hit rate 0.35% among 360,000; inhibition of corepressor binding, % at 3.98 µM;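 active means inhibition above the mean of all tested compounds plus 3 SD, cut at about 70% in these data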;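 further: 0% = DMSO with NR2E3 transfected cells and 100% = cells lacking NR2E3 construct; higher means lower luciferase signal from less NR2E3 corepressor binding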
Peg3 promoter – reduces Peg3 promoter-driven luciferase expression in HeLa | HeLa PEG-Prom luciferase reporter, luminescence, overnight | inhibition, % at 20 µM | hit rate 1.7% among 360,000 | AID 588405;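 active means inhibition of at least 50% at 20 µM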
HIF-2a block – inhibitors of HIF-2a. 786-0 RCC cells HIF-2a reporter, luciferase luminescence, overnight. inhibition, % at 18.8 µM. hit rate 0.72% among 360,000. AID 624352;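 active means inhibition of the luminescence signal of 40% or more relative to plate controls, in a single-dose primary screen at 18.75 µM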
Shn3 inh set2 – reduces Shn3 3'UTR luciferase signal in osteoblasts; inhibition, % at 12.5 µM; hit rate 0.52% among 360,000; AID 588674; Clone20 osteoblast Shn3 3'UTR firefly luciferase, 24 h;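 active means mean inhibition of at least 75% with every replicate also reaching 75%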;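 further: 0% = median of neutral control wells and 100% = pilot-screen positive control compound; some compounds past the cut are filed as inactive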
KKLEB cytotox – counter-screen for CF NF-kB inhibitors: cytotoxicity | KKLEB CF airway cells viability, ATPlite luminescence, overnight; stronger effect = lower value; cells stimulated with P. aeruginosa culture filtrate | activity change (cytotoxicity), % at 5 µM | hit rate 0.36% among 360,000 | AID 602141;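 active means corrected activity change at or below -50% at 5 µM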
* hit, by the source's call; . = not tested or not shown.

The opening 2 entries, to show the layout:
SMILES | iPSC survival up | TWEAK-Fn14 inh | CF NFkB block | NR2E3 ag-1 | aDG glyco act | TRPM1 prom inh | NR2E3 ag-2 | Peg3 promoter | HIF-2a block | Shn3 inh set2 | KKLEB cytotox
C[C@]12CC[C@H](O)CC1=CCC1C2CC[C@@]2(C)C1CC[C@@H]2NC(=O)[C@@H](N)Cc1ccccc1 (some centres undefined) | -0.1 | -41 | -18 | . | 1.2 | 3 | -9 | 38 | 9 | 8 | 9
Fc1ccc(Nc2nc(NCc3cccs3)nc3ccsc23)cc1 | 2.4 | 44 | 28 | . | 1.5 | . | 23 | 37 | -1 | 35 | -14

The whole of this part, from the first entry:
SMILES | iPSC survival up | TWEAK-Fn14 inh | CF NFkB block | NR2E3 ag-1 | aDG glyco act | TRPM1 prom inh | NR2E3 ag-2 | Peg3 promoter | HIF-2a block | Shn3 inh set2 | KKLEB cytotox
C[C@]12CC[C@H](O)CC1=CCC1C2CC[C@@]2(C)C1CC[C@@H]2NC(=O)[C@@H](N)Cc1ccccc1 (some centres undefined) | -0.1 | -41 | -18 | . | 1.2 | 3 | -9 | 38 | 9 | 8 | 9
Fc1ccc(Nc2nc(NCc3cccs3)nc3ccsc23)cc1 | 2.4 | 44 | 28 | . | 1.5 | . | 23 | 37 | -1 | 35 | -14
O=C1c2ccccc2C(=O)C1C(=O)C1CC1 | -0.1 | 0 | -13 | . | 0.0 | -12 | 1 | -8 | -3 | 0 | 9
Cc1ccc(N2CC(C(=O)NCCC3=CCCCC3)CC2=O)cc1 (centres undefined) | -0.4 | -7 | -16 | 2 | 0.0 | 7 | -20 | -1 | -2 | -12 | 20
CCOC(=O)[C@H]1[C@H]2COc3ccc(Br)cc3[C@@H]2N2C(=O)c3ccc(F)cc3NC(=O)[C@@]12C | -1.6 | 2 | 14 | 2 | 0.0 | 4 | 25 | -15 | 11 | -22 | -18
N#CCCN(CCC#N)C(=O)c1ccc(Cl)cc1 | -1.2 | 16 | 8 | 4 | -0.2 | 3 | 2 | 13 | 2 | -19 | 6
Cc1cn(CC2COC(C)(C)O2)c(=O)[nH]c1=O (centres undefined) | 0.0 | 10 | -4 | 2 | -0.2 | -4 | -18 | 6 | 17 | -19 | 3
CN(C)C(=O)CSc1ccc(S(=O)(=O)N2CCOCC2)cn1 | 0.1 | 2 | 9 | 0 | -0.2 | 12 | -15 | 2 | 9 | -9 | -12
COc1ccc(CNCc2cccc3ccccc23)cc1 | -0.6 | 16 | -3 | . | 0.1 | 2 | 5 | -22 | 2 | 15 | -9
Cc1ccc(O)c(N=Cc2cccs2)c1 | -0.6 | 1 | 11 | -2 | 0.5 | 13 | -78 | -88 | -183 | -69 | 3
CCOc1ccc(CCNC(=O)CS(=O)Cc2nc(-c3ccc(OC)cc3)oc2C)cc1OCC (centres undefined) | -0.4 | -13 | -10 | -1 | 0.8 | 10 | -16 | 11 | 12 | -10 | 0
Cc1cccc(CN2CCN([C@H]3CS(=O)(=O)N[C@@H]3COCc3ccccc3)CC2)c1 | -0.5 | -10 | 1 | . | 0.0 | . | -7 | -30 | -12 | 24 | -6
Cc1ccc(S(=O)(=O)N/N=C/c2c[nH]c3ccccc23)cc1 | 0.8 | 46 | 4 | -3 | 1.1 | 26 | -3 | 0 | 6 | 9 | 13
COc1ccc(NC(=O)CSc2ccc3nnc(CCNC(=O)c4ccccc4)n3n2)cc1 | 0.2 | -17 | 2 | -1 | 0.2 | -16 | 1 | 17 | 14 | 0 | 3
CC(/C=N/NC(=O)C(O)c1ccccc1)=C\c1ccccc1 (centres undefined) | 1.1 | -14 | -4 | -1 | 0.0 | -47 | -61 | -138 | -152 | -29 | 1
COCCNC(=S)N1CCC(NC(=O)C23CC4CC(CC(C4)C2)C3)CC1 | -0.5 | 16 | -7 | 3 | -0.1 | 4 | -8 | 3 | 7 | 0 | 0
CCNC(=O)COC(=O)CNC(=O)c1cc(Cl)cc([N+](=O)[O-])c1 | 0.3 | -10 | 16 | -2 | 0.2 | 3 | 1 | 19 | 8 | -20 | 5
COc1ccc(-c2cc(C(=O)Nc3ccc(S(=O)(=O)Nc4onc(C)c4C)cc3)c3ccccc3n2)cc1 | -0.2 | 1 | 19 | -2 | -0.2 | -9 | -5 | -15 | -45 | -3 | -8
CC(C)(C)c1csc(CS(=O)(=O)c2ccccn2)n1 | 0.2 | -28 | -7 | 4 | 0.0 | -15 | -9 | -28 | -63 | -38 | -1
Cc1ccc(S(=O)(=O)N2CCC(C(=O)NCCN3CCCCCC3)CC2)cc1 | -3.5 | -14 | -14 | 4 | 0.0 | -21 | 1 | 1 | 0 | -24 | 6
O=C(CCN1C(=O)C2CC=CCC2C1=O)OCC(=O)c1ccc(F)cc1 (centres undefined) | 1.2 | 4 | -29 | . | 0.2 | 7 | 19 | -8 | 3 | -10 | 21
C[C@@H]1CN([C@H](C)CO)C(=O)CCCn2cc(nn2)CO[C@H]1CN(C)S(=O)(=O)c1ccccc1F | 1.9 | -32 | -1 | . | 0.0 | . | -7 | 3 | 9 | 4 | 4
O=C1CC(N(CCc2ccccc2)C(=S)Nc2ccccc2)C(=O)N1c1ccc(F)cc1 (centres undefined) | -0.7 | 20 | -11 | -2 | 0.1 | -3 | -1 | -10 | -5 | 35 | 4
CC(CCc1ccco1)NC(=O)Cn1ncc2c(=O)oc3ccccc3c21 (centres undefined) | -2.1 | 0 | 3 | 3 | 0.5 | 6 | -11 | 17 | 12 | 2 | -6
Cc1nn(Cc2ccc([N+](=O)[O-])cc2)c(=O)n1-c1cccc(Cl)c1 | -0.4 | -2 | -6 | 1 | 0.0 | 11 | 5 | 4 | 11 | 13 | -12
Further results follow:
SMILES | iPSC survival up | TWEAK-Fn14 inh | CF NFkB block | NR2E3 ag-1 | aDG glyco act | TRPM1 prom inh | NR2E3 ag-2 | Peg3 promoter | HIF-2a block | Shn3 inh set2 | KKLEB cytotox
COc1ccc(NC(=S)NC2CC3CCC2C3)c(OC)c1 (centres undefined) | -0.1 | 12 | -8 | -2 | 0.1 | 7 | -10 | -16 | -23 | -9 | 6
CC(C)=C1C2CC2C2C(C(=O)O)C12 (centres undefined) | -0.1 | -7 | -4 | 3 | -0.1 | 0 | -15 | 4 | 11 | 3 | 0
CCCCN1C(=O)C(=O)NC[C@@H]1CC1CCCCC1 | -0.9 | 9 | . | . | -0.1 | . | -17 | . | 1 | . | .
CC1=C(C(=O)N2CCCCCC2)CC(CC(=O)NC(c2ccccc2)c2ccccc2)C(=O)N1CCC1=CCCCC1 (centres undefined) | 0.0 | 14 | . | . | -0.2 | . | -23 | . | -28 | . | .
C[C@H](O)[C@@H]1C(=O)N2CCc3ccc(N4CCN(C)CC4)cc3[C@@H]2C[C@@H]1N(C)C(=O)Nc1cc(Cl)cc(Cl)c1 | -0.2 | 0 | 9 | . | 0.1 | -2 | -9 | 2 | 12 | 5 | -6
N/N=C(\Cc1cscn1)c1ccc(O)cc1O | -0.2 | -5 | 2 | 1 | -0.1 | -22 | -15 | 0 | 13 | 11 | -2
CN(C(=O)CN1C(=O)NC2(CCc3ccccc32)C1=O)C1CCCCC1 (centres undefined) | 1.6 | 2 | 1 | . | -0.2 | . | 5 | 6 | 17 | -12 | 2
CCN1CCN(c2ccc(Nc3ccnc4ccccc34)cc2)CC1 | -0.8 | 6 | 35 | -2 | 0.7 | 64* | 6 | 61* | 20 | -25 | -18
COc1ccc(NC(=O)CCNC(=O)c2ccccc2Cl)cc1S(=O)(=O)N1CCCCC1 | -0.4 | 6 | -7 | . | -0.2 | . | 7 | -13 | -4 | -3 | -9
COc1ccccc1C(C)NC(=O)c1ccc(C)o1 (centres undefined) | 1.0 | 1 | -3 | -1 | 0.4 | 17 | -18 | 17 | 2 | 10 | -14
Cn1c(SCc2ccccc2Cl)nc2c1c(=O)[nH]c(=O)n2C | -0.1 | -34 | 10 | 0 | 0.1 | 10 | -10 | 15 | 14 | -4 | -2
O=C(c1ccc2c(c1)OCCO2)N1CCN(S(=O)(=O)c2c(F)cccc2F)CC1 | 2.1 | -4 | -14 | 1 | 0.0 | -6 | 12 | -4 | -1 | 1 | 0
O=C(Nc1ccccc1Cl)Nc1ccnn1C1CCN(C(=O)CCN2CCCO2)CC1 | -0.4 | 4 | -5 | 2 | -0.2 | -4 | 5 | 0 | 9 | -4 | 3
O=P(COCCOCCOCP(=O)(c1ccccc1)c1ccccc1)(c1ccccc1)c1ccccc1 | -0.8 | 8 | 1 | 4 | 0.3 | 8 | -28 | -2 | 6 | -35 | -4
Cc1cc(C)n2nc(C(=O)OCC(=O)c3ccccc3Cl)nc2n1 | 0.3 | -6 | 10 | 0 | 0.0 | -3 | -16 | -9 | -3 | -23 | 10
O=C(Nc1cccnc1)c1cnn2cccnc12 | -0.9 | 5 | 4 | -2 | 0.0 | -15 | -8 | -12 | -53 | -17 | -12
CCN(CC)c1ccc(S(=O)(=O)N2CCOCC2)cc1NC(=O)COC(=O)/C=C/c1ccccc1 | -0.3 | -14 | 25 | . | 0.2 | 0 | 7 | -3 | 14 | -8 | 0
CCOC(=O)C1CCCN(CCC(=O)Nc2cc(C)ccc2C)C1 (centres undefined) | -0.8 | -5 | -17 | 5 | 0.0 | -3 | -8 | 17 | 6 | 10 | 3
CCOC(=O)CN1C(=O)N2C[C@H]3CON(C)[C@H]3C[C@H]2c2ccccc21 | -0.9 | -15 | -26 | . | -0.1 | . | -7 | -8 | 3 | -29 | 14
COc1ccc2c(c1)c(-c1csc(N)n1)c(C)n2C | -0.3 | -4 | -9 | -4 | 2.0 | 13 | -1 | 17 | 26 | 8 | 10
COc1ccc(NS(=O)(=O)c2cc(C(=O)Nc3ccccc3C(=O)O)ccc2C)cc1 | -0.5 | 30 | 21 | -1 | 0.1 | 5 | -51 | 3 | 10 | -13 | -3
COc1ccccc1-c1noc2c1C(=O)N(C(=O)OC(C)(C)C)CC2 | -1.0 | 3 | 5 | . | -0.1 | . | -5 | 8 | -9 | 0 | 6
CNC(=S)NNC(=O)c1cccs1 | -0.4 | -16 | -6 | -1 | 0.0 | 4 | -4 | 10 | 12 | -8 | -2
Cc1cccc(C)c1NC(=O)COc1ccc2c(C)c(Cc3ccccc3)c(=O)oc2c1C | -3.1 | -37 | 16 | 2 | -0.7 | 13 | 11 | 73* | 16 | 8 | -22
COc1cccc(NC(=O)N2CCCC2C(=O)Nc2cc(C)ccc2OC)c1 (centres undefined) | 1.1 | -6 | 2 | 3 | -0.1 | . | 3 | 5 | 9 | -6 | -15
CCN(Cc1ccncc1)Cc1nc(-c2ccc(C(=O)OC)cc2)no1 | 1.3 | 4 | -12 | -1 | 0.7 | 7 | -9 | 6 | -14 | 4 | 13
O=C1C=C(c2ccc3c(c2)OCCO3)C[C@@H](c2ccc(F)cc2)C1 | -1.1 | -55 | -21 | 3 | -0.1 | -17 | -35 | -96 | -169 | -2 | -2
CCc1nc2ccc(C(=O)Nc3cccc(OC)c3)cn2c1N(C)Cc1ccc(OC)cc1 | 3.0 | 15 | 15 | . | 0.6 | . | 6 | 31 | -11 | 10 | -5
